Assay outcomes: PubChem BioAssay, National Center for Advancing Translational Sciences (NCATS)
EPAC1 agonist: EPAC1 (human) agonism. O95398. EPAC1 agonist qHTS, biochemical assay; response scale: 100% = response to 6.5 mM cAMP. Potency, µM (top dose mostly 154 µM), inactives show top-dose activation, hits mostly activators. hit rate 0.073% among 360,000. AID 720707; also: potency is read from the fitted curve at half-maximal effect; nearly all actives have a fitted effect of over 60% in size
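Multi-concentration qHTS readout: loss of Rap1B-bound BODIPY-GDP fluorescence driven by 100 nM EPAC1 with excess GDP (50 uM), monitored kinetically at room temperature; agonist response expressed relative to 6.5 mM cAMP.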
EPAC2 antagonist: EPAC2 (human) antagonism; Q8WZA2; EPAC2 GEF exchange of Rap1B-BODIPY-GDP, fluorescence; Potency, µM (top dose mostly 114 µM), inactives show at the top dose activity, negative = inhibition, usual class: inhibitors; hit rate 0.18% among 360,000; also: potency is read from the fitted curve at half-maximal effect; % is scaled to controls: 0 for no effect and ±100 for the full control effect; nearly all actives have a fitted effect of over 45% in size; many of its hits are not listed in these tables
Target sequence (Q8WZA2 whole entry, looked up): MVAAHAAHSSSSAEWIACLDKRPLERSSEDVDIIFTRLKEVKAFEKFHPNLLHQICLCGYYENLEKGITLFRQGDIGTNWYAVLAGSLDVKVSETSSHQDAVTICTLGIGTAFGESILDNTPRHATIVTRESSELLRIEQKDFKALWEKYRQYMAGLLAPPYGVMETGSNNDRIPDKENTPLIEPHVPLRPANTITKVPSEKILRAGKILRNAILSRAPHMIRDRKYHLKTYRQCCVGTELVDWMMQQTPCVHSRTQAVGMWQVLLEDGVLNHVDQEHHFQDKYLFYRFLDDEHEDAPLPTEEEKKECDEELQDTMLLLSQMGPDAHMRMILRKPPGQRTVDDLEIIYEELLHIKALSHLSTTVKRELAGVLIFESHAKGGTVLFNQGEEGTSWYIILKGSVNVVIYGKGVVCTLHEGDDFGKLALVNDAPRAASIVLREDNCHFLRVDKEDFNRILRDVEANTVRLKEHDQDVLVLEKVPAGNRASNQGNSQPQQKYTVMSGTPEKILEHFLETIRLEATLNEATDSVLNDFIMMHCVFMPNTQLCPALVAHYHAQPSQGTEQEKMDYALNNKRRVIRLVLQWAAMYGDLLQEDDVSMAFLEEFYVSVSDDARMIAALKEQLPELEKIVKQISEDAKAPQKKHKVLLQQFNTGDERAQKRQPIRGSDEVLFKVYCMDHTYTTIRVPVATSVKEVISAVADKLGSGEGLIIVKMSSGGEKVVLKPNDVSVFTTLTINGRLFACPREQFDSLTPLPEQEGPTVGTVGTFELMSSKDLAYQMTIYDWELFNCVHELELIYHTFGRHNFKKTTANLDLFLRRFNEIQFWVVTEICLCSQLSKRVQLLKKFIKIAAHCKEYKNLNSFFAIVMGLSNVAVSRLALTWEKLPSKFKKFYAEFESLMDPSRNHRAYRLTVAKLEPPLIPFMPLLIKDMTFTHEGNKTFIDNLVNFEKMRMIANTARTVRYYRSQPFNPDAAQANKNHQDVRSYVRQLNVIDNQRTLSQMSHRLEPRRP
PLK1 PBD block: inhibitors of human PLK1 polo-box domain binding; P53350; Plk1 PBD binding of FITC phosphopeptide, fluorescence polarization; Potency, µM, without a hit: max response, negative = inhibition, hits mostly inhibitors; hit rate 2.8% among 360,000; AID 720504; also: potency is read from the fitted curve at half-maximal effect; series mostly up to about 57 µM; % is scaled to controls: 0 for no effect and ±100 for the full control effect; nearly all actives have a fitted effect of over 65% in size
CCT chaperon mod: cytosolic chaperonin activity modulation; purified chaperonin ATPase assay, HTRF ADP detection, 30 min; AID 651819; activity change, % (test concentration not listed), hits read low; hit rate 0.3% among 360,000; in the data active = activity change below about -30%; also: % is scaled to controls: 0 for no effect and ±100 for the full control effect
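Enzyme 40 or 20 nM (batch-dependent) in Tris pH 7.4/KCl/MgCl2/DTT; cpd 76 uM single point; ATP 10 uM; 30 min 37 °C; Transcreener ADP HTRF detection, 30 min RT; ratio 665/615.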
MmCpn inh: M. maripaludis TRiC chaperonin inhibition; purified Mm-Cpn ATPase, ADP Transcreener TR-FRET; Potency, µM (titrated, usually from 76.9 µM), inactives show at the highest dose activity, negative = inhibition, hits mostly inhibitors; hit rate 0.031% among 330,000; AID 504842; also: potency is read from the fitted curve at half-maximal effect; % is scaled to controls: 0 for no effect and ±100 for the full control effect; nearly all actives have a fitted effect of over 80% in size
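25 nM Mm-CPN + cpd, 10 min 37°C; + 10 uM ATP, 30 min 37°C; buffer 30 mM Tris pH 7.4, 100 mM KCl, 5 mM MgCl2, 1 mM DTT; Transcreener ADP HTRF detection 30 min RT.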
WRN helicase inh: WRN helicase (human) inhibition; Q14191; WRN helicase unwinding, fluorescent forked duplex, kinetic; Potency, µM (top dose mostly 114 µM), for inactives: at the top dose activity change, negative = inhibition, usual class: inhibitors; hit rate 0.46% among 360,000; also: potency is read from the fitted curve at half-maximal effect; % is scaled to controls: 0 for no effect and ±100 for the full control effect; nearly all actives have a fitted effect of over 55% in size
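Fluorescence dequenching readout, ex 525 nm/em 598 nm, kinetic mode: forked duplex DNA (100 nM final) with adjacent fluorophore and quencher unwound by WRN (20 nM final) with 2 mM ATP. Compound preincubation 15 min, room temperature.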
EPAC1 antagonist: EPAC1 (human) antagonism. O95398. EPAC1 GEF assay, Rap1b-BODIPY-GDP exchange fluorescence. Potency, µM (top dose mostly 115 µM), for inactives: at the highest dose activity change, negative = inhibition, most hits filed as inhibitors. hit rate 0.14% among 360,000;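 also: potency is read from the fitted curve at half-maximal effect; plate controls were vehicle for no effect and positive control for full effect; nearly all actives have a fitted effect of over 50% in size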
PI5P4Ka inh: blocks human PI5P4K alpha kinase activity; P48426; PI5P4Kalpha enzyme, ADP-Glo luminescence, 60 min; active compounds read low; max response, %; hit rate 1.2% among 330,000; active = max response of -50% or lower; inconclusive = between -30% and -50%; inactive = -30% or higher; also: value at the top dose of about 77 µM; % is scaled to controls: 0 for no effect and ±100 for the full control effect
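Quantitative HTS of the MLSMR library against PI5P4Kalpha with substrate. ATP added last at 5 microM final; room temperature, 60 minutes. Remaining ATP depleted, ADP converted and read as luminescence.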
* hit, by the source's call; [ ] = dose if it differs, or a comment. Unless noted, calls follow the shape of the dose curve; as a rule, active = well fitted curve in the direction sought with a large enough effect; inconclusive = small, poorly fitted or top-dose-only effect, or another doubt; inactive = no such curve, though single readings can be large; an effect the other way counts as inactive or inconclusive. Not all compounds are listed. The share of hits here may be higher or lower than overall.

Screening CCCCCOc1ccc(C(=O)N(Cc2ccco2)C2CCS(=O)(=O)C2)cc1 (stereo not given) returned EPAC1 agonist -8%, EPAC2 antagonist -4%, PLK1 PBD block -2%, CCT chaperon mod 0.8, MmCpn inh -6%, WRN helicase inh -3% and EPAC1 antagonist 1%.
For O=C(NCC1OCCCN1S(=O)(=O)c1cc(F)ccc1F)C(=O)NC1CCCC1 (stereo not given) the results were EPAC1 agonist 3%, EPAC2 antagonist 9%, PLK1 PBD block 7%, CCT chaperon mod -0.7, MmCpn inh 1%, WRN helicase inh 5%, EPAC1 antagonist 3% and PI5P4Ka inh -1.
`Cc1nn(C)c(Cl)c1C(=O)NCC(=O)Nc1ccc(C(C)C)cc1` gave EPAC1 agonist -7%, EPAC2 antagonist 3%, PLK1 PBD block -4%, CCT chaperon mod 1.1, MmCpn inh 0%, WRN helicase inh -6%, EPAC1 antagonist 5% and PI5P4Ka inh 0.
Screening CC(=O)Nc1cccc(NC(=O)CSc2ccc(-c3ccccn3)nn2)c1 returned EPAC1 agonist -5%, EPAC2 antagonist -3%, PLK1 PBD block -7%, CCT chaperon mod -2.1, MmCpn inh -2%, WRN helicase inh 3%, EPAC1 antagonist 13% and PI5P4Ka inh -5.
Screening S=c1[nH]nc(-c2ccco2)n1-c1ccccc1Cl returned EPAC1 agonist 12%, EPAC2 antagonist -6%, PLK1 PBD block -13%, CCT chaperon mod 2.3, MmCpn inh 1%, WRN helicase inh -35%, EPAC1 antagonist -12% and PI5P4Ka inh -28.
For COc1cc(NC(C)=O)c2ncccc2c1[N+](=O)[O-] the results were EPAC1 agonist 0%, EPAC2 antagonist 29%, PLK1 PBD block 3%, CCT chaperon mod -0.8, MmCpn inh 2%, WRN helicase inh -31%[57.1 µM], EPAC1 antagonist 25% and PI5P4Ka inh 3.
CC(C)C1C(=O)N(Cc2cn(CCC3OCCO3)nn2)CCS(=O)(=O)N1Cc1ccc(-c2ccccc2Cl)cc1 (stereo not given) was read as EPAC1 agonist 6%, EPAC2 antagonist inconclusive, PLK1 PBD block -2%, CCT chaperon mod -2.4, WRN helicase inh -8%, EPAC1 antagonist -1% and PI5P4Ka inh 13.
CNC(=O)OCc1snc(-c2ccccc2)c1COC(=O)NC was read as EPAC1 agonist 2%, EPAC2 antagonist 0%, PLK1 PBD block 2%, CCT chaperon mod 0.0, WRN helicase inh 7%, EPAC1 antagonist -8% and PI5P4Ka inh -4.
`CC(=O)NC(Cc1c[nH]c2ccccc12)C(=O)OCC(=O)N1CCCCCC1` (stereo not given) gave EPAC1 agonist -3%, EPAC2 antagonist 8%, PLK1 PBD block -7%, CCT chaperon mod -3.3, MmCpn inh 2%, WRN helicase inh 10%, EPAC1 antagonist 4% and PI5P4Ka inh -7.
Cc1ccc(C(=O)N(Cc2ccc3c(c2)OCO3)Cc2nc3ccccc3c(=O)[nH]2)cc1 was read as EPAC1 agonist 10%, EPAC2 antagonist -8%, PLK1 PBD block -7%, CCT chaperon mod -0.4, MmCpn inh 2%, WRN helicase inh -2% and EPAC1 antagonist -3%.
COc1ccc(S(=O)(=O)N2CCCC(C(=O)NCc3ccccc3)C2)cc1 (stereo not given) was read as EPAC1 agonist -1%, EPAC2 antagonist -13%, PLK1 PBD block -24%, CCT chaperon mod 0.6, MmCpn inh 1%, WRN helicase inh -6%, EPAC1 antagonist -19% and PI5P4Ka inh 4.
For CC(=C/c1ccc(C(C)C)cc1)/C=N/NC(=O)c1ccncc1 the results were EPAC1 agonist 5%, EPAC2 antagonist -1%, PLK1 PBD block -15%, CCT chaperon mod -0.2, MmCpn inh 3%, WRN helicase inh 8%, EPAC1 antagonist -2% and PI5P4Ka inh 2.
For Cc1csc(NC(=S)NC(=O)c2ccccc2)n1 the results were EPAC1 agonist 7%, EPAC2 antagonist 1%, PLK1 PBD block -13%, CCT chaperon mod -0.4, MmCpn inh 2%, WRN helicase inh 15%, EPAC1 antagonist 2% and PI5P4Ka inh 1.
`Cc1ccc([C@@H]2CC(=O)[C@@H]3CN(S(=O)(=O)c4ccc(C)cc4)[C@H](c4ccc(Cl)cc4)C[C@@H]3N2S(=O)(=O)c2ccc(Cl)cc2)cc1` gave EPAC1 agonist -14%, EPAC2 antagonist -1%, PLK1 PBD block 4%, CCT chaperon mod -0.6, WRN helicase inh -2%, EPAC1 antagonist 1% and PI5P4Ka inh 4.
`COc1cccc(CNC(=O)c2ccc3nc[nH]c3c2)c1` gave EPAC1 agonist 3%, EPAC2 antagonist -8%, PLK1 PBD block 2%, CCT chaperon mod 0.1, MmCpn inh -4%, WRN helicase inh -5%, EPAC1 antagonist -9% and PI5P4Ka inh -2.
`COc1ccccc1CNC(=O)Cn1cccc1` gave EPAC1 agonist 5%, EPAC2 antagonist 7%, PLK1 PBD block -13%, CCT chaperon mod -0.7, WRN helicase inh 0%, EPAC1 antagonist 9% and PI5P4Ka inh 1.
`CCNC(=O)/C(C#N)=C/c1c(N2CCN(C)CC2)nc2c(C)cccn2c1=O` gave EPAC1 agonist -2%, EPAC2 antagonist -6%, PLK1 PBD block 1%, CCT chaperon mod -0.2, MmCpn inh -3%, WRN helicase inh 3%, EPAC1 antagonist -4% and PI5P4Ka inh -4.
Screening CN(C)CCCN(Cc1ccccc1)C(=S)Nc1ccc(OC(F)F)cc1 returned EPAC1 agonist -4%, EPAC2 antagonist 1%, PLK1 PBD block -4%, CCT chaperon mod -54*, MmCpn inh -1%, WRN helicase inh -24%, EPAC1 antagonist 1% and PI5P4Ka inh -2.
For CC(Oc1cccc(Cl)c1)C(=O)N(C)CC(=O)Nc1ccc(N2CCOCC2)cc1 (stereo not given) the results were EPAC1 agonist 1%, EPAC2 antagonist -4%, PLK1 PBD block -6%, CCT chaperon mod -1.2, MmCpn inh -2%, WRN helicase inh 1%, EPAC1 antagonist -12% and PI5P4Ka inh -9.
`CC(C)(C)N1NC2(CCCCC2)NC1=S` gave EPAC1 agonist 0%, EPAC2 antagonist -1%, PLK1 PBD block inconclusive, CCT chaperon mod -1.9, MmCpn inh -2%, WRN helicase inh -17%, EPAC1 antagonist -20% and PI5P4Ka inh -58*.
For Cc1nn(-c2ccccc2)c(Cl)c1/C=N/Nc1ccc(S(=O)(=O)Nc2ccccc2C(=O)O)cc1[N+](=O)[O-] the results were EPAC1 agonist 16%, EPAC2 antagonist -12%, PLK1 PBD block 27µM*, CCT chaperon mod -2.7, MmCpn inh -10%, WRN helicase inh inconclusive and EPAC1 antagonist inconclusive.
O=C(NN1C(=O)/C(=C/C=C/c2ccccc2)SC1=S)c1ccncc1 was read as EPAC1 agonist -1%, EPAC2 antagonist -7%, PLK1 PBD block inconclusive, CCT chaperon mod -1.1, MmCpn inh -2%, WRN helicase inh -33%, EPAC1 antagonist -13% and PI5P4Ka inh -24.
For COc1cc2cc(C(=O)N/N=C/c3cccc(OC)c3OC)[nH]c2cc1OC the results were EPAC1 agonist 12%, EPAC2 antagonist -2%, PLK1 PBD block -14%, CCT chaperon mod 2.9, MmCpn inh -1%, WRN helicase inh -12%, EPAC1 antagonist -23% and PI5P4Ka inh 1.
NC(=O)CCN(C1CCCCC1)S(=O)(=O)c1cccc2nsnc12 was read as EPAC1 agonist -3%, EPAC2 antagonist -7%, PLK1 PBD block 1%, CCT chaperon mod 0.1, MmCpn inh -1%, WRN helicase inh 5%, EPAC1 antagonist 3% and PI5P4Ka inh 1.

The list goes on; it opens with the 3 that closed the last part.
O=C(NN1C(=O)/C(=C/C=C/c2ccccc2)SC1=S)c1ccncc1 was read as EPAC1 agonist -1%, EPAC2 antagonist -7%, PLK1 PBD block inconclusive, CCT chaperon mod -1.1, MmCpn inh -2%, WRN helicase inh -33%, EPAC1 antagonist -13% and PI5P4Ka inh -24.
For COc1cc2cc(C(=O)N/N=C/c3cccc(OC)c3OC)[nH]c2cc1OC the results were EPAC1 agonist 12%, EPAC2 antagonist -2%, PLK1 PBD block -14%, CCT chaperon mod 2.9, MmCpn inh -1%, WRN helicase inh -12%, EPAC1 antagonist -23% and PI5P4Ka inh 1.
NC(=O)CCN(C1CCCCC1)S(=O)(=O)c1cccc2nsnc12 was read as EPAC1 agonist -3%, EPAC2 antagonist -7%, PLK1 PBD block 1%, CCT chaperon mod 0.1, MmCpn inh -1%, WRN helicase inh 5%, EPAC1 antagonist 3% and PI5P4Ka inh 1.
O=C(c1cc([N+](=O)[O-])ccc1Cl)N1CCN(c2ccc(F)cc2)CC1 was read as EPAC1 agonist 6%, EPAC2 antagonist 2%, PLK1 PBD block -13%, CCT chaperon mod -3.1, MmCpn inh 1%, WRN helicase inh 6%, EPAC1 antagonist -8% and PI5P4Ka inh -7.
Cc1ccc(C)c(NC(=S)NCC(c2ccccc2)N(C)C)c1 (stereo not given) was read as EPAC1 agonist 12%, EPAC2 antagonist -15%, PLK1 PBD block -14%, CCT chaperon mod -0.4, MmCpn inh 2%, WRN helicase inh -2%, EPAC1 antagonist 0% and PI5P4Ka inh 9.
`COc1ccc(CCNC(=O)C(=O)NCc2ccccn2)cc1` gave EPAC1 agonist 13%, EPAC2 antagonist 1%, PLK1 PBD block 2%, CCT chaperon mod -0.6, MmCpn inh 1%, WRN helicase inh 3%, EPAC1 antagonist 3% and PI5P4Ka inh 0.
`COc1ccc(N/N=C(\C#N)C(=O)NCCc2ccc(OC)c(OC)c2)cc1` gave EPAC1 agonist 1%, EPAC2 antagonist -13%, PLK1 PBD block -9%, CCT chaperon mod 0.4, MmCpn inh -2%, WRN helicase inh -24%, EPAC1 antagonist -20% and PI5P4Ka inh 0.
Screening O=C1C=C(Nc2cccc(O)c2)CC(c2ccco2)C1 (stereo not given) returned EPAC1 agonist 0%, EPAC2 antagonist -1%[57.1 µM], PLK1 PBD block -9%, CCT chaperon mod 0.5, MmCpn inh 0%, WRN helicase inh -3%, EPAC1 antagonist -3% and PI5P4Ka inh -24.
COc1ccccc1NC(=S)NNC(=O)c1nn(C)c(C)c1Cl was read as EPAC1 agonist -1%, EPAC2 antagonist -2%, PLK1 PBD block -4%, CCT chaperon mod -1.2, MmCpn inh 5%, WRN helicase inh -5%, EPAC1 antagonist 5% and PI5P4Ka inh 8.
For CCCNC(=O)c1ccc2c(c1)ncn2-c1cc(C)cc(C)c1 the results were EPAC1 agonist -3%, EPAC2 antagonist -23%, PLK1 PBD block -8%, CCT chaperon mod 0.6, MmCpn inh 4%, WRN helicase inh -21%, EPAC1 antagonist -4% and PI5P4Ka inh -6.
